NR0B1 inh = DAX1 (NR0B1) inhibitors, primary screen, cell-based, HEK293, Gal4-DAX1, luciferase luminescence | AID 504766, 2011 | inhibition, % at 6.75 µM | HEK293 Gal4-DAX1 luciferase reporter | 0.99% of 340,000 active | Nuclear receptor subfamily 0 group B member 1 (Homo sapiens), P51843;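 active means inhibition above the mean over all tested compounds plus 3 SD, cut at about 4.2% in these data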;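 further: 0% = DAX1-transfected cells with DMSO and 100% = empty-vector control cells with DMSO; inhibition shows as a rise in luminescence from relieved DAX1 repression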
Target sequence (P51843 207-470 limits assumed): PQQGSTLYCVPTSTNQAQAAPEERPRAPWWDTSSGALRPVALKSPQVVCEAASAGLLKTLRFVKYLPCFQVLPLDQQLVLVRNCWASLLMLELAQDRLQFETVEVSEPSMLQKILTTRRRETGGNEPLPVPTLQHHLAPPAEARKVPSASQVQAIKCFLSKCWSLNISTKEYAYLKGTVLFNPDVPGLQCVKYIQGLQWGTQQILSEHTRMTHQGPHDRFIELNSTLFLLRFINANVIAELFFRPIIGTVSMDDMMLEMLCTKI
GAA850 FXN act = FXN promoter activators, primary screen, cell-based, luciferase luminescence, HEK293 lucGAA850; HEK293 lucGAA850 FXN promoter luciferase reporter, 24 h; percent of 10 µM SAHA response; activation, % at 6 µM; 0.56% of 360,000 active; AID 540364, 2011;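 active means activation above the average of all compounds screened plus 3 SD, cutoff fixed separately per campaign, cut at about 7.5% in these data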;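 further: 0% = DMSO wells and 100% = 10 µM SAHA wells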
Active calls of the source: *.

NR0B1 inh,GAA850 FXN act,smiles
1.0,-0.5,O=C(N[C@H]1C/C=C\C[C@H](CC(=O)N(CCO)Cc2ccccc2)C(=O)NC[C@H](c2ccccc2)OC1=O)OCC1c2ccccc2-c2ccccc21
4.1,5.7,O=C(Nc1ccc(F)cc1F)c1noc2c1CCC2
-0.4,3.3,N=C1S/C(=C\c2ccc(O)cc2)C(=O)N1c1ccc(F)cc1
0.6,2.9,C#CCOCCOCCOCCNc1nc(N2CCN(C(=O)CCCCCCCCCCNC(=O)[C@H](CCCCN)n3cc(CCO)nn3)CC2)nc(N2CCN(C(=O)CCCCCCCCCCNC(=O)[C@H](CCCCN)n3cc(CCO)nn3)CC2)n1
1.9,-1.5,C[C@@H](C(=O)Nc1ccc2ccccc2c1)[C@@H]1C[C@@]1(C)[C@@H](NC(=O)OCc1ccccc1)c1ccccc1
-1.0,-3.3,C=CCOC(=O)C1=C(C)NC(C)=C(C(=O)OCC=C)C1c1cccs1
1.2,-0.7,O=C(O)c1ccccc1SC1CC(=O)N(C2CCCCC2)C1=O (centres undefined)
3.1,0.9,Cc1ccc(C)c(N=Cc2c(O)c3ccccc3oc2=O)c1
-0.8,-0.1,O=C(C1=C[C@@H](c2coc3ccccc3c2=O)C[C@@H](OCc2ccc(CO)cc2)O1)N1CCN(Cc2ccccc2)CC1
1.3,6.0,COc1cc2oc3ccccc3c(=O)c2cc1OC
0.6,1.7,COC(=O)c1ccc(NC(=O)CSCc2ccccc2C)cc1
1.0,0.5,COc1ccc(C2C(C(N)=O)=C(C)Nc3nc(CCCO)nn32)cc1OC (centres undefined)
2.2,0.1,CSc1nc2ccc3nc(NC(=O)c4ccc(Cl)s4)sc3c2s1
-0.6,3.8,Cc1ccc2cc3cc(C(=O)N4CCCCCC4)oc3nc2c1
-0.2,3.9,Cc1ccc2cc(C(c3nnnn3C(C)(C)C)N3CCCCCC3)c(=O)[nH]c2c1 (centres undefined)

Some of these compounds in order of SMILES length, largest number first:
NR0B1 inh,GAA850 FXN act,smiles
1.0,0.5,COc1ccc(C2C(C(N)=O)=C(C)Nc3nc(CCCO)nn32)cc1OC (centres undefined)
3.1,0.9,Cc1ccc(C)c(N=Cc2c(O)c3ccccc3oc2=O)c1
4.1,5.7,O=C(Nc1ccc(F)cc1F)c1noc2c1CCC2

(continued)
NR0B1 inh,GAA850 FXN act,smiles
0.7,-1.1,COc1ccc(N2CCN(C(=O)C3CCCN3S(=O)(=O)c3cccc4nsnc34)CC2)cc1 (centres undefined)
0.8,-3.2,CCN(CC)S(=O)(=O)c1ccc(C(=O)NCc2n[nH]c(=S)n2Cc2ccccc2)cc1
-0.8,2.6,O=C(CSc1ccccn1)N1CCN(c2ccccc2)CC1
-1.3,-0.5,CC(C)N1CCc2c(sc(NC(=O)c3ccc(S(=O)(=O)N4CCc5ccccc54)cc3)c2C(N)=O)C1
-1.3,1.6,COc1ccc(NC(=O)c2cccc3c2C(=O)N(CC2CCCO2)C3)cc1OC (centres undefined)
-0.4,-0.5,Cc1ccc(CN/C=C/C(=O)c2ccc(Br)cc2)cc1
0.2,2.9,Cc1ccc(-n2[nH]c(C)c(CCC#N)c2=O)cc1
-0.7,-1.5,C[C@H]1[C@H](C)CC[C@]2(C(=O)O)CC[C@]3(C)C(=CC[C@@H]4[C@@]5(C)C[C@@H](O)[C@H](O)C(C)(C)[C@@H]5CC[C@]43C)[C@H]12
3.6,0.2,O=C(C1=C(O)C(=O)N(CCN2CCOCC2)C1c1ccc([N+](=O)[O-])cc1)c1cccs1 (centres undefined)
0.2,4.1,N#CC1(c2ccc(NC(=O)c3ccccc3)cc2)CCCC1
0.6,1.2,C#CCOCCOCCOCCNc1nc(N2CCN(C(=O)[C@H](Cc3ccc(O)cc3)n3cc(C(N)CC(C)C)nn3)CC2)nc(N2CCN(C(=O)[C@H](CCC(=O)O)n3cc(C(N)[C@H](C)CC)nn3)CC2)n1 (some centres undefined)
0.6,1.8,Cc1nn(CC(=O)NCCCc2ccccc2)c(=O)c2cccn12
2.0,-0.1,O=C(O)CSc1nnc(Cn2c(=O)sc3ccccc32)n1-c1cccc(Cl)c1
-0.1,-0.4,O=C(Nc1ccc(Cl)cc1)c1nc[nH]c1C(=O)NCCN(CCNC(=O)c1[nH]cnc1C(=O)Nc1ccc(Cl)cc1)CCNC(=O)c1[nH]cnc1C(=O)Nc1ccc(Cl)cc1
1.3,4.0,O=C(CCc1ccccc1)NC(=S)Nc1cc(C(F)(F)F)ccc1N1CCOCC1
0.5,1.1,Cc1ccc(Cn2c(C(=O)NCCCN3CCOCC3)cc3sccc32)cc1
0.6,-1.8,Cc1ccc(CN=C2NC(=O)C(CC(=O)NCCc3ccccc3)S2)cc1 (centres undefined)
-1.9,-1.4,COc1cc2c(cc1O)CC[C@@H]1[C@@H]2CC[C@]2(C)[C@@H](O)CC[C@@H]12
-0.1,-1.2,Cc1nc2ccccc2n1CC(O)COC1CCCCC1 (centres undefined)
0.8,1.5,O=C1CSC(=S)N1/N=C/c1ccc(O)c([N+](=O)[O-])c1
-0.6,-3.3,CSc1cccc(-n2cc(-c3ccc4c(c3)OCO4)[nH]c2=O)c1
-0.4,6.7,CCCOc1ccc(N2C(=O)CC(N(CCc3ccc(OC)c(OC)c3)C(=S)Nc3ccccc3)C2=O)cc1 (centres undefined)
-1.3,-1.4,Cc1cc2nc(C3CCN(Cc4nnnn4Cc4cccs4)CC3)[nH]c2cc1C
0.6,-4.8,CCOC(=O)[C@@H]1[C@H]2COc3cc(OC)ccc3[C@H]2N2C(=O)N(c3ccc(F)cc3)C(=O)[C@]12C
-1.4,1.1,C=C(C)C(=O)Nc1cccc(C2=NOC3(C2)C[C@@H](C(N)=O)N(C(=O)c2ccc(OC)cc2)C3)c1 (some centres undefined)
0.9,3.7,CCCNC(=O)Cn1cnc2sc(C(=O)Nc3ccc4c(c3)OCO4)c(C)c2c1=O
-0.8,-0.2,O=C1C(Cl)=C(N2CCC(C(=O)O)CC2)C(=O)c2ccccc21
0.6,2.0,O=C(COc1ccccc1C(=O)N/N=C\c1ccc(O)c(O)c1)N/N=C/c1ccc(O)c(O)c1
0.6,-1.5,COC(=O)c1ccc(OCC2NCCc3cc(OC)c(OC)cc32)cc1 (centres undefined)
-2.0,-11,COc1cccc(C=Nc2ccc3c(c2)OCCO3)c1O
-0.6,0.7,CCCSC(=O)N(CC)CC(=O)Nc1c(CC)cccc1CC
1.5,0.5,CCCn1c(SC(C)C(=O)O)nc2ccccc21 (centres undefined)
0.1,-2.1,Cc1cccc(N2CCN(C3CCCCC3NS(=O)(=O)c3ccccc3)CC2C)c1 (centres undefined)
0.1,-0.8,CCn1c(CC(=O)Nc2cccc(Cl)c2Cl)nnc1SCCOc1ccc(OC)cc1
0.4,0.2,COc1ccc(C(CNC(=O)c2oc3cc(C)c(Cl)cc3c2C)N2CCCCC2)cc1 (centres undefined)
-0.3,3.0,O=S(=O)(NC1CCCCC1N1CCN(c2cccc(Cl)c2)CC1)c1ccccc1 (centres undefined)
-1.0,0.9,COc1ccc(NC(=O)c2cc3c(COC(C)=O)cnc(C)c3oc2=Nc2cccc(C(=O)O)c2)c(OC)c1
0.4,-1.8,O=C1OCC2=C1C(c1ccc(F)cc1)CC(=O)N2c1ccc(F)cc1 (centres undefined)
-0.9,6.8,COc1cc(O)c2c(=O)c3c(O)c(O)ccc3oc2c1OC
0.1,0.7,COCCSc1nc2sc3c(c2c(=O)n1-c1ccccc1)CCN(C)C3
-0.7,-4.5,COc1ccc(NC(=O)Nc2cccc3c2O[C@H](CN(C)C(=O)Nc2ccc(C(F)(F)F)cc2)[C@@H](C)CN([C@H](C)CO)C3=O)cc1
-0.1,1.7,COc1cccc(C(=O)CC(C#N)c2ccc(F)cc2)c1 (centres undefined)
-0.7,1.1,C/C(=N\NC(=S)Nc1ccccc1C)c1ccc(O)cc1
-0.8,0.8,COc1ccc(CCNC(=O)COc2ccc(S(=O)(=O)NC(C)C)cc2Cl)cc1OC
-1.9,7.2,COc1cc(-c2nnc3sc(C4CCCCC4)nn23)cc(OC)c1OC

Two entries picked at random from those above:
NR0B1 inh,GAA850 FXN act,smiles
0.1,-2.1,Cc1cccc(N2CCN(C3CCCCC3NS(=O)(=O)c3ccccc3)CC2C)c1 (centres undefined)
-1.9,7.2,COc1cc(-c2nnc3sc(C4CCCCC4)nn23)cc(OC)c1OC

Following part.
NR0B1 inh,GAA850 FXN act,smiles
-0.5,-0.8,Cc1ccc(CSCC2Nc3ccc(C(=O)N4CCN(c5ccc(F)cc5)CC4)cc3NC2=O)cc1 (centres undefined)
0.3,1.2,Cc1ccc(-c2nn(CC(=O)NCC3CCCO3)c(=O)c3ccccc23)cc1 (centres undefined)
2.4,1.3,C[C@@H](CN1CCC[C@H]1CN1C(N)=NC[C@@H]1Cc1ccccc1)N1C[C@@H](Cc2ccccc2)N(CCc2ccc(Cl)c(Cl)c2)C1=N
2.9,2.9,CC(C)c1onc(C(=O)Nc2ccc3c(c2)OCO3)c1[N+](=O)[O-]
-0.2,-0.3,Cc1cccc(/C=C/c2onc(C)c2S(=O)(=O)N2CCC(C(=O)N3CCCCC3)CC2)c1
-2.5,-2.9,O=C(Nc1ccn(Cc2c(F)c(F)cc(F)c2F)n1)c1ccc(COc2ccccc2Cl)cc1
-0.8,3.0,O=C(O)C1C2CCC(O2)C1C(=O)NCCC1=CCCCC1 (centres undefined)
1.4,-0.8,CC(C)C1N=C2c3ccccc3N=C(SCC(=O)c3ccc(O)c(O)c3)N2C1=O (centres undefined)
-0.4,-4.2,C#CCOCCOCCOCCNc1nc(N2CCN(C(=O)CCCCCCCCCCNC(=O)Cn3cc(C[C@@H](C)O)nn3)CC2)nc(N2CCN(C(=O)CCCCCCCCCCNC(=O)[C@@H](CCSC)n3cc(CCO)nn3)CC2)n1
-0.4,0.4,CC(=O)c1ccc(NC(=O)c2cccc(N3C(=O)c4ccccc4C3=O)c2)cc1
0.2,-1.4,O=C(NCc1ccccc1)c1cnsn1
0.6,0.5,CC1C2(C)OC(=N)C(C#N)(C(C)O2)C1(C#N)C#N (centres undefined)
1.7,-2.6,CC(=O)c1cccc(NC(=O)N2CCN(S(C)(=O)=O)CC2)c1
-0.5,0.4,C#CCOCCOCCOCCNc1nc(N2CCN(C(=O)CCCCCCCCCCNC(=O)Cn3cc(C[C@@H](C)O)nn3)CC2)nc(N2CCN(C(=O)CCCCCCCCCCNC(=O)[C@H](CCCCN)n3cc(C[C@@H](C)CC)nn3)CC2)n1
0.5,-8.3,COc1ccc(C[C@H]2CN3C(=NC[C@@H]3C(C)C)N2CCNC(=O)c2ccc(C)c(Br)c2)cc1

For reference, some entries already given:
NR0B1 inh,GAA850 FXN act,smiles
0.1,0.7,COCCSc1nc2sc3c(c2c(=O)n1-c1ccccc1)CCN(C)C3
-0.7,-4.5,COc1ccc(NC(=O)Nc2cccc3c2O[C@H](CN(C)C(=O)Nc2ccc(C(F)(F)F)cc2)[C@@H](C)CN([C@H](C)CO)C3=O)cc1

The results go on.
NR0B1 inh,GAA850 FXN act,smiles
-0.3,0.3,Cc1nn(-c2ccccn2)c2c1C(c1ccncc1)C1=C(CC(C)(C)CC1=O)N2 (centres undefined)
-0.8,1.3,O=C1NC(c2ccccc2)=C(c2nc3ccccc3s2)C(c2ccc(O)cc2)N1 (centres undefined)
2.5,5.5,Brc1cc(Br)c2nc(-c3ccc(N4CCOCC4)cc3)ccc2c1
0.9,3.3,O=c1c2c3c(sc2nc2n1CCCCC2)CCCCC3
-0.1,-1.5,CCc1nnc(NC(=O)CC(=O)Nc2ccccc2C(=O)O)s1
0.4,4.4,Cc1ccc(NC(=O)CCSc2ccccc2)c(C)c1
-1.2,2.1,COc1ccc(C(C)NC(=O)c2ccccc2)cc1 (centres undefined)
-1.2,0.0,COCCn1c(=O)[nH]c2cc(C(=O)Nc3ccc(OC)c(Cl)c3)ccc2c1=O
0.0,0.0,O=C(Oc1ccc(Br)cc1C(=S)N1CCOCC1)c1ccc(F)cc1
2.3,2.3,O=C(Nc1ccc2c(c1)OCO2)OCc1ccccc1
5.1*,4.3,CCc1ccc2oc(C(=O)Nc3cccnc3)c(C)c2c1
-1.1,0.2,COC(=O)c1cc(OC)c(OC)cc1N1C(=O)CC(C)(C)CC1=O
-2.2,-2.7,COc1cc(NC(=O)c2[nH]cnc2C(N)=O)cc(C(=O)Nc2cccc(C(F)(F)F)c2)c1
-0.9,2.3,O=C(Nc1ccc(F)c(F)c1)C1CCCN(S(=O)(=O)c2cnc[nH]2)C1 (centres undefined)
-0.6,0.2,C#CCOCCOCCOCCNc1nc(N2CCN(C(=O)CCCCCCCCCCNC(=O)Cn3cc(CCCCCN)nn3)CC2)nc(N2CCN(C(=O)CCCCCCCCCCNC(=O)[C@H](CO)n3cc(CCCSC)nn3)CC2)n1
-0.3,1.9,CCOC(=O)c1cc(-c2ccccc2)sc1NC(=O)COC(=O)c1ccc(Cl)c(S(N)(=O)=O)c1
-0.5,0.6,CN(Cc1nc(-c2ccc(Cl)cc2)no1)C(=O)c1ccc2c(c1)OCO2
-0.3,-1.7,O=C(C1=C[C@@H](c2ccc(Br)cc2)C[C@@H](OCc2ccc(CO)cc2)O1)N1CCN(Cc2ccc3c(c2)OCO3)CC1

Single records, from the list above. Order of values: NR0B1 inh, GAA850 FXN act
O=C1NC(c2ccccc2)=C(c2nc3ccccc3s2)C(c2ccc(O)cc2)N1 (centres undefined) is entered as -0.8, 1.3
COc1ccc(C(C)NC(=O)c2ccccc2)cc1 (centres undefined) is entered as -1.2, 2.1
CCc1nnc(NC(=O)CC(=O)Nc2ccccc2C(=O)O)s1 is entered as -0.1, -1.5

Only part of the results is shown; the hit share may differ from the screen's.
